Screens as filed in PubChem.
USP1 inh: inhibitors of human USP1/UAF1 deubiquitinase; O94782; recombinant USP1/UAF1, Ub-Rhodamine cleavage fluorescence; Potency, µM (top dose mostly 57.1 µM), without a hit: top-dose activity change, negative = inhibition, most hits filed as inhibitors; 390,000 compounds, 0.23% hits; AID 743255; note: potency is the fitted concentration of half-maximal effect; % is set by controls: 0 for no effect and ±100 for the full control effect; nearly all actives have a fitted effect of over 60% in size; inactives centre near -12
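Step one: compound is pinned into 1nM USP1/UAF1 in HEPES pH 7.8 buffer with TCEP. Step two: 15 min room-temperature incubation. Step three: Ub-Rho (150nM final) starts cleavage, tracked by fluorescence over six one-minute reads.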
RGS4 inh: inhibitors of human regulator of G protein signaling 4; Transcreener GDP fluorescence polarization, RGS4-accelerated GTP hydrolysis; P49798; Potency, µM (highest dose often 114 µM), without a hit: at the highest dose activity change, negative = inhibition, hits mostly inhibitors; AID 504845; 390,000 compounds, 0.039% hits; note: potency is the fitted concentration of half-maximal effect; % is set by controls: 0 for no effect and ±100 for the full control effect; nearly all actives have a fitted effect of over 75% in size; some results filed as inactive show a strong effect at the top dose
Target sequence (P49798 whole entry, looked up): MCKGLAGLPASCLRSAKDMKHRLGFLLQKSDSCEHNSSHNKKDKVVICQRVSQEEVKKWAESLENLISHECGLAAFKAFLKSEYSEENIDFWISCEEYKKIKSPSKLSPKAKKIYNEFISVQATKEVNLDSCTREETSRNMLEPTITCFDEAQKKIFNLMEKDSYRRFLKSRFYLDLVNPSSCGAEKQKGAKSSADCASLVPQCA
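MLSMR compounds (23 nl, pin-transferred) preincubated 10 min at room temperature with a 500nM (2x) first reagent, then RGS4 at 900nM (2x) plus Transcreener GDP mix added; fluorescence polarization (620/688 nm) read before and after 90 min at 30 °C.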
rTrxR1 inhibitor: blocks rat thioredoxin reductase 1 | O89049 | recombinant rTrxR1, NADPH fluorescence consumption, selenite substrate | Potency, µM (titrated, usually from 114 µM), for the others: top-dose activity change, negative = inhibition, most hits filed as inhibitors | 390,000 compounds, 1% hits | AID 588453; note: potency is the fitted concentration of half-maximal effect; % is set by controls: 0 for no effect and ±100 for the full control effect; nearly all actives have a fitted effect of over 65% in size
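Rat TrxR1 (90 nM in the dispensed reagent) was pre-reduced with 400 uM NADPH for 5 min at room temperature, then incubated with compound for 15 min. After 400 uM selenite was added, NADPH fluorescence (Ex 340/Em 450 nm) was followed for 8 min.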
mIDH1 inhibitor: inhibitors of human mutant IDH1 R132H | IDH1-R132H enzyme, NADPH consumption, diaphorase/resazurin fluorescence | Potency, µM (top dose mostly 76.6 µM), for inactives: at the highest dose activity change, negative = inhibition, actives largely listed as inhibitors | O75874 | AID 602179 | 390,000 compounds, 0.093% hits; note: potency is the fitted concentration of half-maximal effect; % is set by controls: 0 for no effect and ±100 for the full control effect; nearly all actives have a fitted effect of over 65% in size
Target sequence (O75874 whole entry R132H, stated change not applied): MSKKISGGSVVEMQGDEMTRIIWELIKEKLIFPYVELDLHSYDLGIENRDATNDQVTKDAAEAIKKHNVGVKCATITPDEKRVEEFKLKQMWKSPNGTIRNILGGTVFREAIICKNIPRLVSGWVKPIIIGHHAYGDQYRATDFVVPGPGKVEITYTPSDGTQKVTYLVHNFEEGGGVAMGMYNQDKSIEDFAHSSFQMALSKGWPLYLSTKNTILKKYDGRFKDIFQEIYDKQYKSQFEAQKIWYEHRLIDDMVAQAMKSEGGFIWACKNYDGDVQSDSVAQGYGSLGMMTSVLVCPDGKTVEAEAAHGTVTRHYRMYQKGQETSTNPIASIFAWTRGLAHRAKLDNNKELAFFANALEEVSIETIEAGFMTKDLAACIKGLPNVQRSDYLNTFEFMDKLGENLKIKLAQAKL
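IDH1-R132H (0.5 ug/mL) preincubated 30 min with compound, then NADPH (0.016 mM) and alpha-KG (2 mM) added; 80 min at RT, pH 7.5. Remaining NADPH coupled via diaphorase/resazurin to fluorescence (540/590 nm); concentration-response curves normalized to no-enzyme control.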
LDHA block: blocks human lactate dehydrogenase A; P00338; purified LDHA, NADH/diaphorase-resazurin fluorescence; hits give low values; activity change, % (values are at about 110 or 230 µM); 480,000 compounds, 0.15% hits; AID 1347041; in the data active = activity change below about -30%; inconclusive = mostly about -25% to -30%;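 note: plate controls were DMSO wells for no effect and wells without enzyme for full effect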
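LDH5 2 nM; NADH 0.06 mM, pyruvate 0.2 mM; 200 mM Tris pH 7.4, EDTA, Tween-20; 5 min RT. Detection: diaphorase 0.133 mg/mL + resazurin 37 µM, fluorescence ex540/em590 at 0 and 20 min; normalized to enzyme-free and DMSO wells.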
Vif-APOBEC3G blk: Vif-A3G binding inhibition; Q9HC16; HeLa A3G-eYFP + Vif (tagged APOBEC3G with the HIV-1 protein that degrades it), YFP fluorescence, overnight; Potency, µM (series often up to 46.1 µM), without a hit: at the highest dose activity, negative = active, most hits filed as inhibitors; 410,000 compounds, 0.076% hits; AID 602310;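 note: potency is the fitted concentration of half-maximal effect; % is set by controls: 0 for no effect and ±100 for the full control effect; nearly all actives have a fitted effect of over 60% in size; hits raise eYFP signal because A3G escapes Vif-driven loss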
Target sequence (Q9HC16 whole entry, looked up): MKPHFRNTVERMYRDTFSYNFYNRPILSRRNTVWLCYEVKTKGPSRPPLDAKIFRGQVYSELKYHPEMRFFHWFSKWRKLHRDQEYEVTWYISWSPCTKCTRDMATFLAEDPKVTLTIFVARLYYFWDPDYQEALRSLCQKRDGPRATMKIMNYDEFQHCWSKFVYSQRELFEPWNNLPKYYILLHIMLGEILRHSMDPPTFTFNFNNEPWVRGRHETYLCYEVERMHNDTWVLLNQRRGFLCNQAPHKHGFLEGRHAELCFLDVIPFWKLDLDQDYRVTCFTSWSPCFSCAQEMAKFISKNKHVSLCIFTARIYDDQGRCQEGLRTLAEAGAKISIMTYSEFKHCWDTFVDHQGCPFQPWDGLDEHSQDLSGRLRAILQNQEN
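HeLa cells stably expressing Vif and C-terminally eYFP-tagged A3G, seeded overnight at 37 deg C, then exposed to compound by pintool overnight at 37 deg C. Rise in yellow fluorescence (Ex 488/Em 500-530, Acumen) marks blocked Vif-driven A3G degradation.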
TrxR1 substrate: is turned over as a substrate by rat TrxR1; Potency, µM (series often up to 114 µM), without a hit: top-dose activity change, negative = substrate turnover; purified TrxR1 substrate turnover, NADPH consumption readout; O89049; 390,000 compounds, 0.01% hits; AID 588456; note: potency is the fitted concentration of half-maximal effect; % is set by controls: 0 for no effect and ±100 for the full control effect; nearly all actives have a fitted effect of over 50% in size
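Rat TrxR1, dispensed at 90 nM, was prereduced with 400 uM NADPH (final) for 5 min at ~22 deg C, then incubated with compound 15 min before 400 uM selenite. A first-read NADPH fluorescence drop versus no-compound background flagged substrates.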
GRP78 ERSR act: induces the endoplasmic reticulum stress response in human glioma cells; Potency, µM, inactives show at the highest dose activation, hits mostly activators; AID 602332; 420,000 compounds, 0.02% hits; U87-MG GRP78 promoter luciferase reporter, 16 h; note: potency is the fitted concentration of half-maximal effect; series mostly up to about 76 µM; % of control where 0% means no effect; nearly all actives have a fitted effect of over 35% in size
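Stably transfected U87-MG glioma cells carrying a GRP78-based luciferase sensor; 16 h compound incubation. Luminescence end-point read 10 min after Bright-Glo addition at room temperature.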
Vif-A3F inh: inhibitors of Vif-A3F interaction | HeLa A3F-eYFP + Vif (tagged APOBEC3F with the HIV-1 protein that degrades it), YFP fluorescence increase | Potency, µM (top dose mostly 46.1 µM), without a hit: at the top dose activity, negative = active | 390,000 compounds, 0.2% hits; note: potency is the fitted concentration of half-maximal effect; % of control where 0% means no effect; nearly all actives have a fitted effect of over 65% in size
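HeLa cells stably expressing A3F-eYFP plus Vif, plated and incubated overnight at 37 deg C, then exposed to compounds overnight at 37 deg C. Blocked degradation read as raised yellow fluorescence (Ex 488/Em 500-530).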
An asterisk follows results filed as active; [ ] = remark or other dose. Unless noted, calls come from the whole dose curve; as a rule, active = well fitted curve in the direction sought with a large enough effect; inconclusive = small, poorly fitted or top-dose-only effect, or another doubt; inactive = no such curve, though single readings can be large; an effect the other way counts as inactive or inconclusive. Not all compounds are listed; count on the stated rates, not on these rows.

Results for Cc1ccc(C)c(N2CCN(CCCNC(=O)c3cnn(-c4ccccc4Cl)c3C3CCN(C(=O)OC(C)(C)C)CC3)CC2)c1 ?
USP1 inh: -20%; RGS4 inh: -3%; rTrxR1 inhibitor: 9%; mIDH1 inhibitor: 7%; LDHA block: 4; Vif-APOBEC3G blk: -16%; TrxR1 substrate: -7%; GRP78 ERSR act: -7%; Vif-A3F inh: 9%

Results for COc1ccc(C2C=C(c3ccccc3)Nc3nc(NS(=O)(=O)c4ccc(C)cc4)nn32)cc1 (stereo not given) ?
USP1 inh: inconclusive; RGS4 inh: 10%; rTrxR1 inhibitor: 6%; mIDH1 inhibitor: -1%; LDHA block: -8; Vif-APOBEC3G blk: -5%; TrxR1 substrate: -3%; GRP78 ERSR act: -3%; Vif-A3F inh: -12%

How did CC(CCc1ccccc1)NC(=O)C(=O)NCCc1ccccc1 (stereo not given) do in these assays?
USP1 inh: -11%; RGS4 inh: -17%; rTrxR1 inhibitor: -1%; mIDH1 inhibitor: -2%; LDHA block: -4; Vif-APOBEC3G blk: 0%; TrxR1 substrate: -7%; GRP78 ERSR act: -4%; Vif-A3F inh: -9%

What do the screens show for `COc1ccccc1N(C(=O)c1cncc(Br)c1)c1nc(-c2ccc(C)cc2)cs1`?
USP1 inh: -17%; RGS4 inh: -2%; rTrxR1 inhibitor: 18%; mIDH1 inhibitor: -3%; LDHA block: 0; Vif-APOBEC3G blk: -6%; TrxR1 substrate: -1%; GRP78 ERSR act: -5%; Vif-A3F inh: 4%

What do the screens show for `Cc1sc2ncn(CC(=O)Nc3cccc(C(F)(F)F)c3)c(=O)c2c1S(=O)(=O)N1CCC(C)CC1`?
USP1 inh: -2%; RGS4 inh: 25%; rTrxR1 inhibitor: 22%; mIDH1 inhibitor: 3%; LDHA block: -8; Vif-APOBEC3G blk: -4%; TrxR1 substrate: 4%[2.29 µM]; GRP78 ERSR act: -5%; Vif-A3F inh: -6%

Results for O=C1c2ccccc2C(=O)N1CC(O)COCc1ccccc1 (stereo not given) ?
USP1 inh: -5%; RGS4 inh: 16%; rTrxR1 inhibitor: 14%; mIDH1 inhibitor: 8%; LDHA block: -4; Vif-APOBEC3G blk: 2%; TrxR1 substrate: 9%; GRP78 ERSR act: -2%; Vif-A3F inh: -1%

Results for COc1ccc(CN(C)CC(O)COc2ccc(-c3ccccc3)cc2)cc1OC (stereo not given) ?
USP1 inh: -23%; RGS4 inh: 14%; rTrxR1 inhibitor: 1%; mIDH1 inhibitor: -3%; LDHA block: -16; Vif-APOBEC3G blk: -13%; TrxR1 substrate: -10%; GRP78 ERSR act: -2%; Vif-A3F inh: 9%

How did Cn1c(=O)n(C)c2cc(N3CCCC3)c(NC(=O)c3cccc(F)c3)cc21 do in these assays?
USP1 inh: -17%; RGS4 inh: -5%; rTrxR1 inhibitor: -12%; mIDH1 inhibitor: 6%; LDHA block: 6; Vif-APOBEC3G blk: 1%; TrxR1 substrate: -4%; GRP78 ERSR act: 3%; Vif-A3F inh: 4%

What do the screens show for `Nc1ccc(C(=O)Nc2ccc3cc(S(=O)(=O)O)ccc3c2)cc1`?
USP1 inh: -12%; RGS4 inh: -2%; rTrxR1 inhibitor: -7%; mIDH1 inhibitor: -3%; LDHA block: -6; Vif-APOBEC3G blk: 3%; TrxR1 substrate: -10%; GRP78 ERSR act: 6%; Vif-A3F inh: 1%

What do the screens show for `COc1ccc(C(=O)Nc2ccc(C)c(S(=O)(=O)N3CCOCC3)c2)cc1S(=O)(=O)N1CCCC1`?
USP1 inh: -17%; RGS4 inh: -46%; rTrxR1 inhibitor: 9%; mIDH1 inhibitor: -4%; LDHA block: -6; Vif-APOBEC3G blk: -2%; TrxR1 substrate: 3%; GRP78 ERSR act: -3%; Vif-A3F inh: -8%

What do the screens show for `CCOC(=O)c1cnc2c(CC)cccc2c1NCCCN1CCOCC1`?
USP1 inh: -8%; RGS4 inh: -5%; rTrxR1 inhibitor: 6%; mIDH1 inhibitor: 9%; LDHA block: -2; Vif-APOBEC3G blk: 4%; TrxR1 substrate: 2%; GRP78 ERSR act: 0%; Vif-A3F inh: -7%

How did Cc1nnc(N2CCC(C(=O)NCc3ccc(N(C)C)cc3)CC2)c2nn(-c3ccccc3)c(C)c12 do in these assays?
USP1 inh: 2%; RGS4 inh: 37%; rTrxR1 inhibitor: 18%; mIDH1 inhibitor: 0%; LDHA block: -4; Vif-APOBEC3G blk: -1%; TrxR1 substrate: 6%; GRP78 ERSR act: -2%; Vif-A3F inh: -2%

How did CCN(CC)c1ccc(C=C2C(=O)OC3(CCCCC3)OC2=O)cc1 do in these assays?
USP1 inh: -17%; RGS4 inh: -6%; rTrxR1 inhibitor: inconclusive; mIDH1 inhibitor: 3%; LDHA block: -2; Vif-APOBEC3G blk: 1%; TrxR1 substrate: -11%; GRP78 ERSR act: 0%; Vif-A3F inh: -11%

How did COc1cccc(N(CC(=O)N2CCc3ccccc3C2)S(C)(=O)=O)c1 do in these assays?
USP1 inh: -6%; RGS4 inh: 20%; rTrxR1 inhibitor: -11%; mIDH1 inhibitor: -1%; LDHA block: -4; Vif-APOBEC3G blk: 0%; TrxR1 substrate: -10%; GRP78 ERSR act: -5%; Vif-A3F inh: 2%

How did O=C(Oc1ccc(F)cc1)c1nc(SCc2ccc(F)cc2)ncc1Cl do in these assays?
USP1 inh: -8%; RGS4 inh: 11%; rTrxR1 inhibitor: 0%; mIDH1 inhibitor: -13%; LDHA block: -1; Vif-APOBEC3G blk: 0%; TrxR1 substrate: -7%; GRP78 ERSR act: -2%; Vif-A3F inh: 0%

What do the screens show for `CC(Oc1ccc(Cl)cc1Cl)C(=O)NCc1ccncc1` (stereo not given)?
USP1 inh: 2%; RGS4 inh: 14%; rTrxR1 inhibitor: 17%; mIDH1 inhibitor: 4%; LDHA block: -4; Vif-APOBEC3G blk: 0%; TrxR1 substrate: 5%; GRP78 ERSR act: -2%; Vif-A3F inh: -7%

Results for O=C(NC1=NCCS1)c1cccc(NC(=O)c2ccco2)c1 ?
USP1 inh: -1%; RGS4 inh: 34%; rTrxR1 inhibitor: -14%[57.1 µM]; mIDH1 inhibitor: -7%; LDHA block: -5; Vif-APOBEC3G blk: 1%; TrxR1 substrate: 10%[57.1 µM]; GRP78 ERSR act: 0%; Vif-A3F inh: 0%

What do the screens show for `COc1ccc(S(=O)(=O)N/N=C(/C)c2ccncc2)cc1OC`?
USP1 inh: -18%; RGS4 inh: 28%; rTrxR1 inhibitor: 7%; mIDH1 inhibitor: 18%; LDHA block: -3; Vif-APOBEC3G blk: 3%; TrxR1 substrate: 3%; GRP78 ERSR act: 3%; Vif-A3F inh: -4%

What do the screens show for `Cc1cc(=O)oc2cc(OC(=O)c3ccco3)ccc12`?
USP1 inh: -12%; RGS4 inh: -9%; rTrxR1 inhibitor: 71µM*; mIDH1 inhibitor: -1%; LDHA block: -4; Vif-APOBEC3G blk: 1%; TrxR1 substrate: 54%[activator]; GRP78 ERSR act: 4%; Vif-A3F inh: -2%

Results for CC(Sc1sc(=S)sc1SC(C)C(=O)O)C(=O)O (stereo not given) ?
USP1 inh: -18%; RGS4 inh: -25%; rTrxR1 inhibitor: -2%; mIDH1 inhibitor: 1%; LDHA block: -8; Vif-APOBEC3G blk: -7%; TrxR1 substrate: 0%; GRP78 ERSR act: -3%; Vif-A3F inh: -5%

Results for Cc1nc2cc(C(F)(F)F)ccc2n1C1CCN(CC(=O)N2CCOCC2)CC1 ?
USP1 inh: -8%; RGS4 inh: 19%; rTrxR1 inhibitor: 12%[57.1 µM]; mIDH1 inhibitor: 7%; LDHA block: -6; Vif-APOBEC3G blk: 0%; TrxR1 substrate: 17%[57.1 µM]; GRP78 ERSR act: 1%; Vif-A3F inh: -2%

A draw from above in order of formula weight, descending.
Results for Cc1nc2cc(C(F)(F)F)ccc2n1C1CCN(CC(=O)N2CCOCC2)CC1 ?
USP1 inh: -8%; RGS4 inh: 19%; rTrxR1 inhibitor: 12%[57.1 µM]; mIDH1 inhibitor: 7%; LDHA block: -6; Vif-APOBEC3G blk: 0%; TrxR1 substrate: 17%[57.1 µM]; GRP78 ERSR act: 1%; Vif-A3F inh: -2%

How did O=C(Oc1ccc(F)cc1)c1nc(SCc2ccc(F)cc2)ncc1Cl do in these assays?
USP1 inh: -8%; RGS4 inh: 11%; rTrxR1 inhibitor: 0%; mIDH1 inhibitor: -13%; LDHA block: -1; Vif-APOBEC3G blk: 0%; TrxR1 substrate: -7%; GRP78 ERSR act: -2%; Vif-A3F inh: 0%

What do the screens show for `CC(Oc1ccc(Cl)cc1Cl)C(=O)NCc1ccncc1` (stereo not given)?
USP1 inh: 2%; RGS4 inh: 14%; rTrxR1 inhibitor: 17%; mIDH1 inhibitor: 4%; LDHA block: -4; Vif-APOBEC3G blk: 0%; TrxR1 substrate: 5%; GRP78 ERSR act: -2%; Vif-A3F inh: -7%
